Bioassay records as filed in PubChem BioAssay.
HP1b chromo inh: blocks HP1-beta chromodomain binding to methylated histone tails. P83916. AlphaScreen HP1-beta / biotin-H3K9me3 peptide binding. Potency, µM (series often up to 114 µM), inactives show top-dose activity change, negative = inhibition, most hits filed as inhibitors. actives 0.56% (n = 390,000); also: nearly all actives have a fitted effect of over 70% in size; inactives centre near 23
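AlphaScreen: HP1-beta (50 nM) preformed 30 min with biotin-H3(1-18)K9me3 peptide (50 nM) in PBS pH 7.4, 0.01% Tween-20. Compound added for 30 min at RT, then streptavidin donor/nickel chelate acceptor beads (10 ug/mL) for 30 min.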
Tb PGK inh: blocks T. brucei phosphoglycerate kinase | AID 602233 | PGK/GAPDH coupled, Kinase-Glo luminescence, 60 min | actives 0.043% (n = 380,000) | P07378 | Potency, µM (highest dose often 57.5 µM), for inactives: at the top dose activity change, negative = inhibition, actives largely listed as inhibitors; also: % is scaled to controls: 0 for no effect and ±100 for the full control effect; nearly all actives have a fitted effect of over 60% in size
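Luminescent ATP detection (Kinase-Glo Plus) follows a 60-minute room-temperature incubation, with wells lacking PGK as controls. Buffer: 100 mM TEA (pH 7.6), 5 mM MgCl2, 0.01% Tween-20. Coupling enzyme GAPDH (100 nM final) supplies unstable 1,3-BPG in-well.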
TrxR1 inh: inhibitors of rat thioredoxin reductase 1 | recombinant rTrxR1, NADPH fluorescence consumption, selenite substrate | O89049 | AID 588453 | actives 1% (n = 390,000) | Potency, µM (doses to about 114 µM), inactives show at the top dose activity change, negative = inhibition, most hits filed as inhibitors; also: % is scaled to controls: 0 for no effect and ±100 for the full control effect; nearly all actives have a fitted effect of over 65% in size
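Rat TrxR1 (90 nM in the dispensed reagent) was pre-reduced with 400 uM NADPH for 5 min at room temperature, then incubated with compound for 15 min. After 400 uM selenite was added, NADPH fluorescence (Ex 340/Em 450 nm) was followed for 8 min.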
ALOX12 inh: inhibitors of human 12S-lipoxygenase ALOX12 | actives 1.1% (n = 580,000) | Potency, µM (series often up to 108 µM), for inactives: at the top dose activity change, negative = inhibition, hits mostly inhibitors | purified 12hLO, xylenol orange hydroperoxide absorbance | AID 1671190; also: % is scaled to controls: 0 for no effect and ±100 for the full control effect
Target sequence (P18054 whole entry, looked up): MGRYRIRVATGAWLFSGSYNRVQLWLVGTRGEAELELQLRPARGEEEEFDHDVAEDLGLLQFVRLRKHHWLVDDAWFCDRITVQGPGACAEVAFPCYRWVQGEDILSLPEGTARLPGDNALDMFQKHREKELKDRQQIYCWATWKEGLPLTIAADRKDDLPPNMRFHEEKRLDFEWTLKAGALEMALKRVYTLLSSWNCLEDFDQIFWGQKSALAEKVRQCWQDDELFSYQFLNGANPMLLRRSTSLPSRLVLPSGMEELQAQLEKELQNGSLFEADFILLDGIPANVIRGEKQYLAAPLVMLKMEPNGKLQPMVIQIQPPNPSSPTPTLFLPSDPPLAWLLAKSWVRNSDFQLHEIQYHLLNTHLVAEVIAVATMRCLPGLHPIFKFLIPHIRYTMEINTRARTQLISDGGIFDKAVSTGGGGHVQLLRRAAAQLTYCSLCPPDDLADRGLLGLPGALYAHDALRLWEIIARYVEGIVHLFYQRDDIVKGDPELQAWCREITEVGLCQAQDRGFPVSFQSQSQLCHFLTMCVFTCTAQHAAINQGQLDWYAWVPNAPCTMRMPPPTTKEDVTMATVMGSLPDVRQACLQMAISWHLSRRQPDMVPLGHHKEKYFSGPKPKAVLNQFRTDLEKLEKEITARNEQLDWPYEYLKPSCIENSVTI
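Purified human 12hLO at 150 nM in 25 mM Hepes, 0.01% Triton X-100, pH 7.0, preincubated 15 min at room temperature with compound. Reaction started with 40 uM arachidonic acid, 30 min at room temperature. Hydroperoxide measured by Fe-xylenol orange, 573/405 nm absorbance ratio.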
GLS inhibitor: inhibitors of human glutaminase (GLS); AID 624170; O94925; Potency, µM (titrated, usually from 45.5 µM), for the others: top-dose activity change, negative = inhibition, most hits filed as inhibitors; actives 0.21% (n = 410,000); GLS enzymatic activity, qHTS titration; also: % is scaled to controls: 0 for no effect and ±100 for the full control effect
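Two-point fluorescence kinetic (t0, 30 min RT) for hKGA; glutamate detected via glutamate oxidase–HRP–Amplex Red. Substrate: 1 mM L-glutamine solution; buffer 45 mM KH2PO4, pH 8.2.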
ERG Ets-DNA blk: ERG Ets/DNA interaction inhibition. P11308. actives 0.028% (n = 370,000). fluorescence polarization, His-ERG Ets domain / labelled DNA. Potency, µM (titrated, usually from 76.9 µM), for the others: at the highest dose FP activity, negative = inhibition, most hits filed as inhibitors; active = well fitted inhibition curve with a large enough effect in the polarisation, with a control signal flat; inconclusive = small, poorly fitted or top-dose-only effect, or effect the other way, or a change in a side signal; inactive = no such curve, though single readings can be large or run the other way; the % refers to the polarisation;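 also: polarization taken with two DNA probes labelled with fluorescein and Texas red; % of control where 0% means no effect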
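His-tagged ERG Ets domain (1 uM in the protein solution; 300mM KCl, 50mM Tris-HCl, 1mM EDTA, 1mM DTT, pH 7.5) received compound, then a probe mix of 5 nM fluorescein-DNA and 100nM Texas-615-DNA. Fluorescence polarization was read for both dyes.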
RGS4 inh: inhibitors of human regulator of G protein signaling 4; Transcreener GDP fluorescence polarization, RGS4-accelerated GTP hydrolysis; Potency, µM (highest dose often 114 µM), for the others: at the top dose activity change, negative = inhibition, most hits filed as inhibitors; actives 0.039% (n = 390,000); P49798; also: % is scaled to controls: 0 for no effect and ±100 for the full control effect; nearly all actives have a fitted effect of over 75% in size; some results filed as inactive show a strong effect at the top dose
Target sequence (P49798 whole entry, looked up): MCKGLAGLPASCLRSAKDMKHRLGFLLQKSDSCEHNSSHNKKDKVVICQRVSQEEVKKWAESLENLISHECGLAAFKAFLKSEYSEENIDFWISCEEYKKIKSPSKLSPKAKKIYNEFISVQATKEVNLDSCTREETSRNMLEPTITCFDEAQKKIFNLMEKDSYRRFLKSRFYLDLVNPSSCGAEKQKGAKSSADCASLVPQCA
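MLSMR compounds (23 nl, pin-transferred) preincubated 10 min at room temperature with a 500nM (2x) first reagent, then RGS4 at 900nM (2x) plus Transcreener GDP mix added; fluorescence polarization (620/688 nm) read before and after 90 min at 30 °C.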
Pin1 inhibitor: inhibitors of human Pin1; actives 0.009% (n = 390,000); Potency, µM (series often up to 115 µM), without a hit: at the highest dose activity, negative = inhibition, usual class: inhibitors; Pin1 FP peptide displacement, HiFluor488, 10 min; AID 504891; active = well fitted inhibition curve with a large enough effect in the polarisation, with a control signal flat, not every such curve was filed as active; inconclusive = small, poorly fitted or top-dose-only effect, or effect the other way, or a change in a side signal; inactive = no such curve, though single readings can be large or run the other way; the % refers to the polarisation; also: % is scaled to controls: 0 for no effect and ±100 for the full control effect
Target sequence (Q13526 whole entry, looked up): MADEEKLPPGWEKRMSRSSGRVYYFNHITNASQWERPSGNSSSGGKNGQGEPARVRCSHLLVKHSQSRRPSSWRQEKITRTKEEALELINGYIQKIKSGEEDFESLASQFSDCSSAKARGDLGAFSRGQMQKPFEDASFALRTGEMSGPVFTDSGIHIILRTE
JMJD2A Tudor inh: inhibitors of human JMJD2A Tudor domain | O75164 | AlphaScreen JMJD2A-Tudor / H3K4me3 peptide binding | Potency, µM (doses to about 114 µM), for inactives: at the highest dose activity change, negative = inhibition, most hits filed as inhibitors | actives 4.4% (n = 390,000) | AID 504339; also: % is scaled to controls: 0 for no effect and ±100 for the full control effect; nearly all actives have a fitted effect of over 50% in size
Starred values were filed as active, the others as inactive; i = inactive; ? = inconclusive; . = not tested or not shown; & = joins results of further samples; [ ] = another dose, or the depositor's remark. Unless noted, calls follow the shape of the dose curve; as a rule, active = well fitted curve in the direction sought with a large enough effect; inconclusive = small, poorly fitted or top-dose-only effect, or another doubt; inactive = no such curve, though single readings can be large; an effect the other way counts as inactive or inconclusive. Potency is read from the fitted curve at half-maximal effect.

no.	SMILES	HP1b chromo inh	Tb PGK inh	TrxR1 inh	ALOX12 inh	GLS inhibitor	ERG Ets-DNA blk	RGS4 inh	Pin1 inhibitor	JMJD2A Tudor inh
1	COc1ccc(-c2cc(C(=O)N3CCOCC3)no2)cc1OC	8%	-4%	-13%[57.1 µM]	-8%	-6%	-10%	21%	-13%	-10%
2	C/C=C/c1ccc(OCCCNC(C)CC)c(OC)c1 (stereo unspecified)	-34%	10%	-6%	?	15%	-4%	-8%	1%	1.8µM*
3	C/C(=N/NC(=O)c1nnn(-c2nonc2N)c1-c1ccccc1)c1ccncc1	8%	6%	8%	-14%	2%	-2%	7%	-3%	-4%
4	CC12CC(c3ccccc3O1)N(C(=O)c1ccc(Br)o1)C(=O)N2c1ccccc1 (stereo unspecified)	24%	0%	-7%	-24%	4%	-7%	-9%	-3%	-11%
5	Cc1cc(CNC(=O)c2cccc3c2C(=O)c2ccc(-c4ccc(F)cc4OCc4ccccc4)cc2S3(=O)=O)c(C(F)(F)F)o1	-17%	-9%	-46%	45µM*	-18%	-4%	-18%	10%	?
6	CCOC(=O)c1nn(-c2ccc(C)cc2)c(=O)cc1OCC(=O)Nc1cccc(C)c1	8%	-2%	-1%	-21%	-7%	11%	-22%	10%	4%
7	O=C(Nc1cccc(C(=O)N2CCCCC2)c1)C1CC1	39%	-1%	17%	11%	2%	15%	-12%	-3%	-1%
8	NC(=S)N/N=C/c1ccc2cccc(OCc3ccccc3)c2n1	-5%	-7%	-10%	?	4%	-2%	-47%	-10%	?
9	CC(C)CC(=O)Nc1nnc(S(=O)(=O)N2c3ccccc3CC2C)s1 (stereo unspecified)	38%&-20%	-4%&-8%	13%&16%	19%&-10%	-1%&9%	-10%&0%	-8%&19%	4%&0%	?
10	Cc1ccc(C)c(NC(=S)N(C2CCCCC2)C(C)c2cccnc2)c1 (stereo unspecified)	10%	5%	6%	1%	1%	8%	3%	-1%	-11%
11	COc1ccc2c(c1)Cc1sc(NC(=O)c3cccc(Cl)c3)nc1-2	27%	i	-3%[57.1 µM]	0%	2%	1%	?	1%	-3%
12	COc1ccc(N2CCN(C(=O)CSc3nnc(-c4cccnc4)n3-c3ccc(F)cc3)CC2)cc1	23%	.	-6%[2.29 µM]	-19%	36%[activator]	.	6%	11%	-25%
13	CCCNC(=O)c1cc2n(n1)CCCN(Cc1ccc(C)cc1)C2=O	25%	-1%	37%[activator][57.1 µM]	-20%	1%	-3%	-6%	-1%	-14%
14	CCc1ccccc1NC(=O)CC(=O)Nc1ccccc1CC	54%[activator]	6%	-2%[57.1 µM]	22%	3%	-12%	-15%	-6%	2%
15	COc1ccc(CCNC(=O)C2CCC(=O)N2S(=O)(=O)c2ccc(C)cc2)cc1 (stereo unspecified)	26%	-5%	20%	9%	0%	0%	22%	-1%	7%
16	CCOC(=O)c1c(NC(=O)COC(=O)c2cnccn2)sc(C)c1C	23%	2%	-10%	195%[activator]	-1%	-3%	10%	-3%	-23%
17	O=C(CN1CCCC1)OCCCC1CCCCC1	-15%	i	2%	-16%	1%	-1%	10%	-16%	-17%
18	COCCOC(=O)C1=C(C)NC(=O)NC1c1ccc(-c2ccc(F)cc2)o1 (stereo unspecified)	-11%	0%	-2%[57.1 µM]	0%	12%	-2%	-33%	14%	-35%
19	O=C(O)Cn1nnc2ccccc21	35%[activator]	i	22%	-15%	-6%	4%	-17%	3%	-1%
20	COc1cccc(-c2ccc3ncnc(NCc4cccc(C)c4)c3c2)c1	30%	-9%	18%	-1%	15%	.	23%	-2%	-30%
21	COc1cc2c(c(OC)c1OC)-c1c(cc(OC)c(OC)c1OC)C[C@](C)(O)[C@@H](C)C2	37%	-10%	-12%	23%	10%	-4%	-1%	-7%	-19%
22	CC1(C)NC(=O)N(CC(O)COc2ccc(-c3ccccc3)cc2)C1=O (stereo unspecified)	27%	-1%	13%	22%	0%	12%	-19%	-5%	-15%
23	O=C(O)CN1C(=O)CC(Cc2ccccc2)C1=O (stereo unspecified)	10%	1%	-2%	-40%	3%	6%	9%	-7%	-23%
24	O=C1c2ccccc2C(=O)N1Cc1ccc2c(c1)OCO2	33%	-2%	8%	-9%	1%	0%	22%	-1%	28%
25	O=c1c(-c2ccc(Cl)cc2)coc2c(CN3CCCCC3)c(O)ccc12	24%	-2%	16%	-33%	4%	0%	12%	-3%	7%
26	COc1cccc(N2CC(=O)N(c3cccc(OC)c3)CC2=O)c1	14%	-6%	26%	1%	2%	10%	20%	-3%	-14%
27	CCOc1ccc2nc(NC(=O)c3ccoc3C)sc2c1	15%	?	-6%	76%	-2%	-3%	-26%	3%	-8%
28	O=C1CCCN1c1nccs1	22%	-3%	-10%[57.1 µM]	9%	7%	5%	1%	-17%	-7%
29	C/C(Cc1ccccc1)=N\NC(=O)CNC(=O)COc1ccccc1	19%	1%	-12%[57.1 µM]	420%[activator]	-10%	1%	0%	9%	-12%
30	COc1cc(NC(=O)COC(=O)CNS(=O)(=O)c2ccc(F)c(F)c2F)cc(OC)c1	16%	-4%	-12%	-15%	5%	-7%	-14%	-13%	-15%
31	COc1cc(/C=C/C(=O)OCC(=O)Nc2c(C)n(C)n(-c3ccccc3)c2=O)ccc1OCC#N	46%[activator]	.	22%	1%	-4%	9%	-10%	-5%	-19%
32	Cc1onc(-c2ccccc2)c1C(=O)N/N=C/c1c(F)cccc1Cl	40%[activator]	-1%	-14%	i	-3%	-4%	9%	-4%	-8%
33	CCc1ccccc1N(CC(=O)NC(C)(C)C)C(=O)CCC(=O)Nc1ccccn1	45%[activator]	-2%	32%[2.29 µM]	0%	0%	-4%	-2%	0%	-4%
34	CC(C)Cn1c(-c2ccc(Br)cc2)c[nH]c1=S	?	-8%	-11%	35µM*	-22%	-13%	?	-2%	50µM*
35	COc1ccc(S(=O)(=O)n2ccc(C)n2)cc1C	27%	i	1%	-6%	1%	.	-10%	5%	-12%
36	Cn1c(=O)n(C)c2cc(N3CCOCC3)c(NS(=O)(=O)c3cccc(C#N)c3)cc21	?	-5%	17%[57.1 µM]	?	6%	-4%	?	-7%	50µM*
37	COc1ccccc1C(=O)OCC(=O)NCCNC(=O)COC(=O)c1ccccc1OC	31%	-6%	-10%	20%	-1%	-7%	-8%	0%	-4%
38	COc1oc(C(=O)NC2CCCCC2)c(-c2ccc(Cl)cc2)c1S(=O)(=O)c1ccccc1	-4%	-3%	3%[11.4 µM]	-13%	-2%	11%	-36%	-5%	?
39	COc1ccc([C@@H]2CC=C(C(=O)O)[C@H](c3ccc(Cl)cc3)N2S(=O)(=O)c2ccccc2C)cc1	36%	-8%	11%	-16%	8%	-2%	-6%	0%	-15%
40	O=C(Nc1ccc(NC(=O)c2ccco2)nc1)c1cccnc1	39%[activator]	-3%	-6%	0%	3%	3%	-24%	-3%	-26%
41	C/C(=N/NC(=O)c1ccco1)c1cccnc1	18%	-2%	1%	3%	-2%	-10%	3%	2%	-8%
42	CCOC(=O)N1CCN(C(=O)c2cc3c(-c4ccc(Cl)cc4)nn(C)c3s2)CC1	43%[activator]	-1%	22%	-2%	1%	-17%	-1%	-1%	-24%
43	O=C(CCc1ccccc1)N=C1SC2CS(=O)(=O)CC2N1Cc1ccccc1 (stereo unspecified)	12%	1%	12%	21%	10%	1%	23%	8%	-7%
44	CC(=O)C1C(c2cccc(Oc3ccccc3)c2)NC(=O)NC1(O)C(F)(F)F (stereo unspecified)	15%	-4%	7%	-6%	0%	-10%	-10%	0%	-4%
45	COc1ccc(-c2cc(OC(=O)c3ccc(F)cc3)c3c(C)oc(C)c3c(=O)c2)cc1OC	-12%	0%	8%	?	-5%	5%	-10%	6%	-36%
46	N#CCC(=O)Nc1ncn(Cc2ccccc2Cl)n1	29%	-11%	-16%	20%	2%	2%	39%	-1%	-13%
47	C=C[C@@H]1c2cc(C)ccc2N(S(=O)(=O)c2ccc(C)cc2)[C@H](c2ccccc2)C1(C#N)C#N	27%	1%	8%&9%	-7%	5%	32%[activator]	21%	3%	-24%
48	O=C(N/N=C/c1ccccc1Cl)c1n[nH]c2c1CCCC2	26%	?	19%	-5%	3%	-12%	-4%	1%	9%
49	C[C@@H]1CN(S(=O)C(C)(C)C)[C@@H](CCO)/C1=C\CCO (stereo partly specified)	24%	-7%	?	-5%	0%	-15%	1%	3%	-12%
50	Cc1cccc(NC(=O)COc2coc(CN3CCN(c4ccccc4)CC3)cc2=O)c1	12%	-5%	-29%	?	4%	9%	-37%	-6%	-17%
51	COc1ccc(S(=O)(=O)Nc2ccccc2C)cc1	22%	-1%	-15%[57.1 µM]	8%	15%	1%	-13%	?	-4%
52	Cc1c(CC(Cl)(Cl)Cl)c2c(n1O)CC(C)(C)CC2=O	11%	0%	2%	-8%	30%	-3%	1%	1%	-17%
53	COc1ccc(C(=O)N2CC(=O)Nc3ccccc32)cc1S(=O)(=O)N1CCCC1	8%	i	16%[57.1 µM]	-4%	-10%	6%	-36%	-1%	13%
54	FC(F)(F)c1cnc2c(-c3ccc(Cl)cc3Cl)noc2c1	164%[activator]	0%	9%	28%	9%	-7%	4%	2%	126%[activator]

The list is partial (hit frequency here may not be typical).
